# Screens from PubChem BioAssay.
# M. tuberculosis HTS – M. tuberculosis growth inhibition, HTS (AID 449762); actives 0.59% (n = 330,000); M. tuberculosis H37Rv growth inhibition, 7H9 media; higher % means a stronger effect; one-dose inhibition, % at 25 µM; IC50 in µM for titrated hits; in the data active means a potency from the dose series; inconclusive means inhibition above about 70% without an active follow-up result;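 further: bacterial growth assessed after seven days of incubation; strong numbers were not always called active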
# influenza NS1A – H1N1 influenza NS1A inhibitors, functional cell based assay (AID 504329) | NS1A functional cell-based assay, percent inhibition; higher % means a stronger effect | one-dose inhibition, % at 12.5 µM; IC50 in µM for titrated hits | actives 0.3% (n = 340,000); in the data active means a potency from the dose series; inconclusive means inhibition above about 27% without an active follow-up result; further: strong numbers were not always called active
# Salmonella PhoP GFP – PhoP regulon inhibitors, Salmonella typhi PhoP promoter GFP reporter, confirmatory (AID 1850). inhibition, % at 50 µM, or IC50 in µM where a hit was titrated. actives 0.33% (n = 310,000). Salmonella Typhi PhoP-promoter GFP reporter, fluorescence, 4 h; higher % means a stronger effect; in the data active means a potency from the dose series; inconclusive means inhibition mostly from about 25% at the one dose, without a potency; inactive means the rest, 99 in 100 with inhibition below about 19%;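 further: 0% = induced wells with vehicle and 100% = uninduced wells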
# M. tuberculosis – growth inhibition of non-replicating M. tuberculosis (AID 488890); Mycobacterium tuberculosis non-replicating, growth inhibition; higher % means a stronger effect; inhibition, % at 25 µM, or IC50 in µM where a hit was titrated; actives 0.39% (n = 320,000); in the data active means a potency from the dose series; inconclusive means inhibition mostly from about 82% at the one dose, without a potency; inactive means the rest, 99 in 100 with inhibition below about 76%;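 further: plate controls were DMSO cells for no effect and high antibiotic wells for full effect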
# inhibitors of VEEV – inhibitors of VEEV TC-83 cytopathic effect, confirmation, Vero cells (AID 588727); actives 0.13% (n = 350,000); inhibition, % at 20 µM, or IC50 in µM where a hit was titrated; Vero cells, VEEV TC-83 cytopathic effect inhibition; higher % means a stronger effect; in the data active means a potency from the dose series; inconclusive means inhibition mostly from about 14% at the one dose, without a potency; inactive means the rest, 99 in 100 with inhibition below about 12%; further: strong numbers were not always called active
# inhibitors of VEEV 10K pilot screen – second read-out of inhibitors of VEEV, no call of its own (marks repeat the call); inhibition, %; measured here: 10K pilot screen inhibition
# An asterisk follows results filed as active; i = inactive; ? = inconclusive; . = no result given.
SMILES,M. tuberculosis HTS,influenza NS1A,Salmonella PhoP GFP,M. tuberculosis,inhibitors of VEEV,others
COC(=O)c1sc(N)c(C(=O)OC)c1COC(=O)CNS(=O)(=O)c1ccc(C)cc1,-1%,18%,-4%,16%,0.4%,
O=C(CSc1nnc(-c2ccco2)n1-c1ccccc1)Nc1c(Cl)cc(Cl)cc1C(=O)O,2%,-8%,.,-2%,1.1%,
CCOC(=O)N1CCN(C(=O)CNC(=O)c2ccc(Cl)cc2Cl)CC1,-3%,-6%,.,-10%,0.7%,
Cc1ccc(/C=C/c2onc(C)c2S(=O)(=O)N2CCC(C(=O)NC(C)(C)C)CC2)cc1,-9%,3%,-2%,19%,1.4%,inhibitors of VEEV 10K pilot screen=1.2
CCOC(=O)N1CCC(Nc2ncnc3c2cnn3-c2ccccc2)CC1,33%,4%,-1%,21%,1.3%,
C[C@H](CO)N1C[C@H](C)[C@@H](CN(C)C(=O)Nc2ccc(C(F)(F)F)cc2)Oc2ccc(NC(=O)Nc3ccc4c(c3)OCO4)cc2C1=O,5%,-4%,.,31%,4.2%,
O=C(COC(=O)COc1ccccc1)NCc1ccco1,11%,-2%,0%,0%,i,
COc1cccc(NC(=O)CSc2ccc3nnc(-c4cccnc4)n3n2)c1,7%,5%,-5%,-12%,8.9%,
COc1ccc(CCN(C)C(=O)c2cc(-c3ccc(C)cc3)nc3ccccc23)cc1OC,3%,13%,-2%,22%,7.4%,
NC(=O)c1ccsc1NC(=O)c1cccs1,-8%,-2%,-14%,.,5.0%,
CCOC(=O)c1ccc(CNC(=O)CCC(=O)O)cc1,-9%,3%,-11%,-11%,1.0%,
O=C1CCCC2=C1Sc1ccccc1N2,-8%,.,-1%,0%,6.3%,
Cc1cc(Cl)c(S(=O)(=O)Nc2ccc3c(c2)OCO3)cc1OCC(=O)NC1CCCCC1,5%,3%,-9%,17%,i,
CC(C)(C)C(=O)Nc1ccc(C(=O)COC(=O)C2=COCCO2)cc1,.,-3%,.,.,1.4%,
CC(=NNc1ccc2ccccc2n1)c1ccccc1O,.,-17%,.,.,2.6%,
CCC(CC)c1nnc(NC(=O)/C=C/c2ccco2)s1,-2%,-4%,-1%,8%,1.6%,
c1cn(-c2ccc(-c3ccnc4ncnn34)cc2)cn1,-8%,-6%,13%,-11%,2.0%,
COC(=O)COc1ccc2c(c1C)O/C(=C\c1ccco1)C2=O,?,-12%,-18%,?,0.5%,
Cc1cccc(N2CCN(C(=S)NC3CCCCC3)CC2)c1C,9%,-17%,5%,5%,3.0%,
CC(CNS(=O)(=O)c1ccccc1)Sc1ncccn1 (centres undefined),-1%,1%,11%,-8%,0.5%,
O=C(N/N=C/c1cc([N+](=O)[O-])ccc1O)c1cccc(NC(=O)c2cccc(Cl)c2)c1,6%,-5%,-3%,28%,1.5%,
Cc1ccc2cc(CN(CCN3CCCC3)C(=O)Nc3ccccc3)c(=O)[nH]c2c1C,6%,10%,-2%,16%,5.4%,
COc1ccc(/C=N/Nc2nc(-c3cccc(S(=O)(=O)N4CCCC4)c3)cs2)c(OC)c1,2%,-11%,-5%,-7%,2.4%,
O=C(c1cn(CC(=O)N2CCCCC2)c2ccccc12)C1CC1,-12%,4%,3%,1%,i,inhibitors of VEEV 10K pilot screen=1.5
Cc1ccc(N(C(C)C(=O)N2CCCCC2)S(C)(=O)=O)cc1C (centres undefined),2%,-6%,-2%,7%,i,
O=C(COC(=O)c1ncc(Cl)c(Cl)c1Cl)Nc1ccccc1OC(F)F,0%,-14%,-9%,?,i,
CN(CC(=O)Nc1ccccc1Br)C(=O)c1ccccc1OCc1ccc(Cl)cc1,.,-11%,.,.,5.5%,
CCn1c(C)c(C(C)=O)c(N2CCN(c3ccccn3)CC2)nc1=S,-1%,25%,-6%,18%,3.2%,
COc1cc(OC)cc(C(=O)NNC(=O)c2ccc(S(=O)(=O)N3CC(C)OC(C)C3)cc2)c1 (centres undefined),1%,5%,-2%,-5%,0.4%,inhibitors of VEEV 10K pilot screen=1.7
O=C(c1cc(-c2ccc(Cl)cc2)n[nH]1)N1CCN(C(=O)c2ccco2)CC1,3%,4%,-11%,10%,i,
O=c1c2c(nc3cc(-c4ccc(Cl)cc4)[nH]n13)CCS2,6%,-10%,-2%,15%,0.9%,
COCCOc1cc(COC)nc(-c2cccc(C)c2)n1,8%,.,3%,18%,0.8%,
COc1cccc2sc(N(CCCN(C)C)C(=O)c3ccc(S(=O)(=O)N4CCCc5ccccc54)cc3)nc12,-2%,9%,-10%,20%,25µM*,
COc1ccc(OC)c(S(=O)(=O)NCCCc2ccccc2)c1,3%,-6%,5%,-10%,i,
Cc1cccn2c(=O)c(/C=C(\C#N)C(=O)NCc3ccco3)c(N3CCCCC3)nc12,-3%,8%,-7%,0%,6.1%,
CC[C@H](C)C(N)c1cn(C(CCCN=C(N)N)C(=O)N2CCNCC2)nn1 (some centres undefined),5%,-2%,-1%,2%,i,
COc1ccc(-c2csc(Nc3ccc(C)cn3)n2)cc1,67%,2%,-4%,51%,13%,
Cc1cccc(CC(=O)NCC(=O)NCc2cc(=O)n(C)c(=O)n2C)c1,-3%,-2%,1%,4%,1.9%,
CCCc1nc2ccccc2c(C(=O)OCC(=O)Nc2cccc(S(=O)(=O)N3CCOCC3)c2)c1CC,?,-14%,2%,18%,6.3%,
C=CCc1c(O)c(CC)cc2c(C)cc(=O)oc12,-9%,8%,2%,-9%,0.7%,

# The list goes on, starting with the last 7 of the part before.
SMILES,M. tuberculosis HTS,influenza NS1A,Salmonella PhoP GFP,M. tuberculosis,inhibitors of VEEV,others
COc1ccc(OC)c(S(=O)(=O)NCCCc2ccccc2)c1,3%,-6%,5%,-10%,i,
Cc1cccn2c(=O)c(/C=C(\C#N)C(=O)NCc3ccco3)c(N3CCCCC3)nc12,-3%,8%,-7%,0%,6.1%,
CC[C@H](C)C(N)c1cn(C(CCCN=C(N)N)C(=O)N2CCNCC2)nn1 (some centres undefined),5%,-2%,-1%,2%,i,
COc1ccc(-c2csc(Nc3ccc(C)cn3)n2)cc1,67%,2%,-4%,51%,13%,
Cc1cccc(CC(=O)NCC(=O)NCc2cc(=O)n(C)c(=O)n2C)c1,-3%,-2%,1%,4%,1.9%,
CCCc1nc2ccccc2c(C(=O)OCC(=O)Nc2cccc(S(=O)(=O)N3CCOCC3)c2)c1CC,?,-14%,2%,18%,6.3%,
C=CCc1c(O)c(CC)cc2c(C)cc(=O)oc12,-9%,8%,2%,-9%,0.7%,
Cc1sc2ncn3cnnc3c2c1C,-9%,5%,-2%,6%,7.8%,
CC(=O)c1ccc2c(c1)OCCOCCOCCOCCOCCO2,-1%,.,-4%,0%,0.7%,
N#Cc1ccc(-c2csc(-c3ccno3)n2)cc1,6%,.,-3%,-2%,i,
C/C(=N\NC(=O)CC1N=C(Cc2ccccc2)NNC1=O)c1ccc(Br)cc1 (centres undefined),6%,-16%,2%,-14%,3.6%,
Cc1cccc(C(=O)NC(CC(=O)O)c2ccc(OC3CCCC3)cc2)c1[N+](=O)[O-] (centres undefined),-8%,0%,10%,-8%,0.1%,
CCc1sc(C(=O)Nc2ccccc2N2CCOCC2)cc1C,9%,-11%,0%,10%,6.1%,
N#Cc1ccc(OCC(=O)N2CCc3ccccc32)cc1,6%,-2%,.,-3%,i,
CCN1C(=O)/C(=C/c2cccs2)SC1=Nc1ccc(OC)cc1,0%,15%,1%,1%,0.5%,
Cc1c(Cl)cccc1NC(=O)CCC(=O)NNC(=O)c1ccccc1,2%,-7%,-6%,33%,0.5%,
O=S(=O)(NCC1CCCO1)c1cnc(Cl)c(Br)c1 (centres undefined),4%,-9%,-7%,21%,1.3%,
CCN(CC)C(=O)C(=O)Nc1ccc(OC)c(Cl)c1,0%,-14%,8%,0%,1.3%,
CN(C(=O)COC(=O)c1c2c(nc3ccccc13)/C(=C/c1cccc([N+](=O)[O-])c1)CCC2)C1CCS(=O)(=O)C1 (centres undefined),3%,-3%,-8%,56%,5.2%,
CCS(=O)(=O)N1CCN(C(=O)c2ccccc2[N+](=O)[O-])CC1,-8%,-1%,0%,4%,2.0%,
CCOc1ccc2nc(NC(=O)/C=C/c3ccc4c(c3)OCO4)sc2c1,-18%,-6%,-1%,-1%,i,
COc1ccc(C2CC(c3ccc(Cl)c(Cl)c3)Nc3nc(N)nn32)cc1 (centres undefined),-8%,6%,2%,32%,7.2%,
CCc1nc(SCC(=O)Nc2cccc(C(F)(F)F)c2)c2c(=O)n(C)c(=O)n(C)c2n1,-8%,1%,5%,-8%,12%,
CCOC(=O)N(Cc1ccccc1)Cc1ccc(C(=O)N[C@@H](Cc2ccccc2)C(=O)O)cc1,-1%,-1%,10%,-2%,1.6%,
CSc1ncccc1C(=O)N1CCN(C(=O)c2ccccc2)CC1,5%,-20%,-1%,-10%,1.6%,
O=C(Nc1ccccc1)c1c(O)c2c(n(Cc3ccco3)c1=O)CCCC2,4%,-16%,-6%,0%,2.1%,
COc1ccc(S(=O)(=O)N2CCN(C(=O)C3COc4ccccc4O3)CC2)cc1 (centres undefined),-3%,-8%,.,-5%,0.9%,
O=C1C2C3CC(C2C(=O)N1c1cccc(Cl)c1)[C@H](O)C3O (some centres undefined),-2%,-11%,-5%,-16%,0.3%,
COc1cccc(C(=O)C2=NN(C(C)=O)CC2c2ccco2)c1 (centres undefined),1%,4%,1%,3%,0.5%,
Cn1c(=O)c2c(ncn2CC(=O)Nc2nc(-c3ccccc3Cl)cs2)n(C)c1=O,-2%,-20%,21%,-4%,1.1%,
Nc1cc2nsnc2cc1Br,-7%,-5%,-13%,11%,8.7%,
O=C(Oc1cccnc1)c1cc2ccccc2oc1=O,-4%,-8%,8%,-22%,3.1%,
O=C(CSc1nc(O)cc(=O)n1-c1ccccc1)NCc1ccccc1,-7%,26%,-3%,16%,0.1%,
O=C(C1=NN[C@@H]2C(=O)N(Cc3ccccc3)C(=O)[C@H]12)c1ccc([N+](=O)[O-])cc1,3%,1%,6%,2%,2.0%,
CCOc1ccc(-n2c(SCc3ccc([N+](=O)[O-])cc3)nnc2-c2ccc(OC)cc2)cc1,5%,8%,8%,20%,4.3%,
O=C1/C(=C\c2ccco2)SC(=S)N1c1ccccc1,3%,12%,0%,10%,2.4%,
COc1ccc(C2=NOC(C(=O)Nc3ccc4c(c3)OCCO4)C2)c(OC)c1 (centres undefined),2%,-16%,-2%,1%,1.6%,
O=C(CN1C(=O)c2ccccc2C1=O)NCCc1c[nH]c2ccc(Cl)cc12,0%,-4%,0%,18%,i,
CCN(CC)S(=O)(=O)c1ccc(N2CCCC2)c(NC(=O)c2ccc(OC)cc2OC)c1,2%,-2%,-6%,24%,5.8%,
CN(C)S(=O)(=O)Nc1cc(Cl)cc(Cl)c1,4%,-11%,14%,-5%,0.2%,
Cc1cccc(NC(=O)c2ccc(COc3ccc(Cl)cc3Cl)o2)n1,-12%,8%,1%,24%,6.0%,
Cc1cccc(N2CCN(C(=O)c3cc(S(=O)(=O)N(C)C)ccc3N3CCCC3)CC2)c1C,2%,-5%,4%,33%,4.3%,
CC(C)(C)N1CC(C(=O)Nc2ccc(C#N)cc2)CC1=O (centres undefined),-2%,20%,0%,-4%,0.7%,
CCCCCSc1cc(OC)c(CCN(C)C)cc1OC,-6%,10%,11%,47%,0.7%,
OC(c1cc(-c2cccc(Cl)c2)nc2ccccc12)C1CCCCN1 (centres undefined),.,12%,.,.,i,
CCN(CC(=O)Nc1ccc(NC(C)=O)cc1)C(=O)/C=C/c1c(C)nn(-c2ccc(F)cc2)c1Cl,.,-5%,.,.,8.1%,
COc1ccc(S(=O)(=O)NC(C)C(=O)NCc2cccnc2)cc1C (centres undefined),2%,8%,13%,-22%,1.4%,
CC(=NC1CCCCC1)C1=C(O)c2ccccc2C1=O,21%,2%,-11%,21%,3.2%,
Cc1onc(-c2ccccc2)c1C(=O)Nc1c(C)n(C)n(-c2ccccc2)c1=O,-3%,-5%,-1%,-9%,0.5%,
O=C(Nc1ccccc1)c1ccc(-c2ccccc2C(F)(F)F)o1,?,-12%,14%,75%,0.1%,
CN1CCN(C(=O)c2ccc3c(c2)N(C)C(=O)/C(=C/c2cccc(Cl)c2)S3)CC1,?,-1%,12%,76%,11%,
c1cc2c(cc1Oc1nc(N3CCOCC3)nc(N3CCOCC3)n1)OCO2,3%,7%,31%,-14%,0.9%,
